Screens (PubChem)
ELG1 genotox: inducers of genotoxicity in HEK293T ELG1-luciferase cells | HEK293T ELG1-luciferase reporter, luminescence, 16 h | Potency, µM (titrated, usually from 46 µM), for inactives: at the top dose activity change, positive = activation, actives largely listed as activators | 330,000 compounds, 1.3% hits | AID 504466; further: potency means the concentration at half of the fitted maximal effect; % of control where 0% means no effect; nearly all actives have a fitted effect of over 60% in size
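Cells (2,000/well) expressing the ELG1-luciferase fusion are dosed by pin tool and kept 16 hr at 37 °C, 5% CO2. Signal comes from ONE-Glo luciferase reagent after 30 min at room temperature.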
Tb PFK block: blocks T. brucei phosphofructokinase. O15648. T. brucei PFK, ADP-Glo luminescence. Potency, µM (highest dose often 57.5 µM), inactives show at the top dose activity, negative = inhibition, most hits filed as inhibitors. 330,000 compounds, 0.17% hits. AID 485367;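 further: potency means the concentration at half of the fitted maximal effect; 0% = uninhibited 1x PFK enzyme wells and -100% = no-enzyme wells; nearly all actives have a fitted effect of over 60% in size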
Target sequence (O15648 whole entry, looked up): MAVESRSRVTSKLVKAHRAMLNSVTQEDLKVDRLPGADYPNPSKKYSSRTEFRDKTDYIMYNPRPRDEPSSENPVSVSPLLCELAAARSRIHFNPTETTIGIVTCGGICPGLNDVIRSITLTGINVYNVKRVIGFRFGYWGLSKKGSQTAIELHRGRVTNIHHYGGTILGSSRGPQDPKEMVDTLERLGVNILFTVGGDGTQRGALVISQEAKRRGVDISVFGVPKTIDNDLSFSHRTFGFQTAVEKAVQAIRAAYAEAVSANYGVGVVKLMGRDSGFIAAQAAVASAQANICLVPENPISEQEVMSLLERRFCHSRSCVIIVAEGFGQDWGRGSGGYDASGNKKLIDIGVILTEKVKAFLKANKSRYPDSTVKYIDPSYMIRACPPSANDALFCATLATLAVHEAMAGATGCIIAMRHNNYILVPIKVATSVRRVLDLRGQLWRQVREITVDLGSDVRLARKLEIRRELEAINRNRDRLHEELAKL
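ADP-Glo luminescence quantified ADP after 45 min at room temperature, with 1.25 nM T. brucei PFK, 0.1 mM ATP and 0.5 mM fructose-6-phosphate in pH 8.0 TEA buffer. qHTS titrations up to 57 µM; curves classified by quality.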
VP16 counter: inhibits Gal4-VP16 luciferase reporter, ROR gamma counter-screen | Drosophila S2 Gal4-VP16 UAS-luciferase, luminescence, 20 h | Potency, µM (top dose mostly 53.6 µM), inactives show at the top dose activity, negative = inhibition, hits mostly inhibitors | 310,000 compounds, 3.5% hits | AID 2546;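 further: Gal4-VP16 expression switched on by copper sulfate through the metallothionein promoter; potency means the concentration at half of the fitted maximal effect; on the % scale 0 is the no-effect control and ±100 the full control effect; nearly all actives have a fitted effect of over 50% in size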
NPC1 promoter act: activators of NPC1 promoter; Huh7 NPC1 promoter luciferase reporter, 24 h; Potency, µM (series often up to 9.22 µM), inactives show top-dose activation, actives largely listed as activators; 320,000 compounds, 2.4% hits; AID 485313;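 further: potency means the concentration at half of the fitted maximal effect; % of control where 0% means no effect; nearly all actives have a fitted effect of over 60% in size; reporter is driven by a mutant NPC1 promoter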
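Stable NPC1-promoter luciferase Huh7 line; cpd (DMSO) 24 h, 37 °C, 5% CO2; Amplite luciferase reagent 10 min RT; luminescence readout. qHTS format.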
FLuc counter: inhibits or activates purified firefly luciferase, miR-21 counter-screen; P08659; purified FLuc, Km substrates, luminescence inhibition; Potency, µM (doses to about 57.5 µM), for inactives: top-dose activity change, negative = inhibition, hits mostly inhibitors; 360,000 compounds, 6.9% hits; AID 588342;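 further: potency means the concentration at half of the fitted maximal effect; plate controls were vehicle for no effect and reference inhibitor for full effect; nearly all actives have a fitted effect of over 55% in size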
Target sequence (P08659 whole entry, looked up): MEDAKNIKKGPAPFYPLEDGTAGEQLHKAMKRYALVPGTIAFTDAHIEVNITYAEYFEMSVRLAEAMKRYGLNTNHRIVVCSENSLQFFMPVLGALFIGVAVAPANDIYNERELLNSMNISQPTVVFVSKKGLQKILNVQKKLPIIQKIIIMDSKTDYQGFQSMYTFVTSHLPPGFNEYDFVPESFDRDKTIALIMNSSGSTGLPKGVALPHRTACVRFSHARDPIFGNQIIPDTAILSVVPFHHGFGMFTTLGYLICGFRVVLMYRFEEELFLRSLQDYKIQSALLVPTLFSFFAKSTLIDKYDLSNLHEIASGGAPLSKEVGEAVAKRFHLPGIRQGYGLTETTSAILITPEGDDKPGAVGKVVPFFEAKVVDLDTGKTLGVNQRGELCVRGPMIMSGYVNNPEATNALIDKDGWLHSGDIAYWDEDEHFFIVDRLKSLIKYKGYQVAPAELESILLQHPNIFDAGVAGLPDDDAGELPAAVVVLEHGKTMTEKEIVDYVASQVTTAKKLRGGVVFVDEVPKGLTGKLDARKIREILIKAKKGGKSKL
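Purified P. pyralis luciferase (10nM final) with 10uM D-luciferin and 10uM ATP (Km levels) in 50mM Tris acetate pH 7.5, 10mM Mg acetate, 0.01% Tween-20, 0.05% BSA; qHTS 6-point titration, ~60 µM downward; luminescence read.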
ELG1 repair inh: blocks ELG1-dependent DNA repair in HEK293T cells; HEK293T ELG1-luciferase reporter, luminescence, 16 h; DNA damage induced by 5-fluorouridine; Potency, µM (titrated, usually from 46.1 µM), for the others: at the top dose activity change, negative = inhibition, usual class: inhibitors; 330,000 compounds, 2.3% hits; further: potency means the concentration at half of the fitted maximal effect; on the % scale 0 is the no-effect control and ±100 the full control effect; nearly all actives have a fitted effect of over 55% in size
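Cells (2,000 per well) received 5-fluorouridine plus test compound or DMSO and were incubated 16 hr at 37 °C, 5% CO2. Luciferase activity was read by luminescence 30 min after ONE-Glo addition; signal suppression marked inhibition of damage-induced ELG1 function.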
BRCA1 expr up: increases BRCA1 expression; MCF7-BRCA1-FFLuc reporter, luminescence, 48 h; response scale: scaled: vehicle 0%, 10 µM genistein 100%; Potency, µM (doses to about 46.1 µM), without a hit: at the highest dose activation, actives largely listed as activators; 380,000 compounds, 1.1% hits; further: potency means the concentration at half of the fitted maximal effect; nearly all actives have a fitted effect of over 80% in size; some results filed as inactive show a strong effect at the top dose
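Luminescence from a BRCA1-driven firefly luciferase in MCF7 cells was the read-out, taken 15 min after substrate addition following 48 h compound exposure at 37 °C. Data were normalized to a 10 microM genistein control and DMSO vehicle.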
p53 reactivation: restores transcriptional activity of mutant p53; H1299 p53-A138V BP100-luciferase reporter, luminescence, 24 h; Potency, µM (titrated, usually from 92.2 µM), without a hit: top-dose activity change, positive = activation, usual class: activators; 320,000 compounds, 0.063% hits; further: potency means the concentration at half of the fitted maximal effect; % of control where 0% means no effect; nearly all actives have a fitted effect of over 45% in size
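p53-null H1299 cells stably carrying temperature-sensitive p53-A138V and a BP100-luciferase reporter were pinned with compounds (4-point, 1:5 series) and held 24 hrs at 37 deg C. Luminescence was read 10 min after detection reagent.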
Rab9 promoter act: activators of Rab9 promoter; Potency, µM (doses to about 9.22 µM), for the others: at the top dose activation, negative = inhibition, most hits filed as activators; 320,000 compounds, 2.8% hits; AID 485297; Huh7 Rab9 promoter-luciferase reporter, luminescence, 24 h; further: potency means the concentration at half of the fitted maximal effect; % of control where 0% means no effect; nearly all actives have a fitted effect of over 60% in size
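Huh7 cells stably carrying Rab9 promoter–luciferase reporter, plated 1500 cells/well, compound added after 2 h and incubated 24 h at 37 °C; luciferase luminescence then read after 10 min with detection reagent.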
TRPV1 agonist: agonists of human vanilloid receptor 1 (TRPV1); Q8NER1; TRPV1-expressing cells, Fluo-8 calcium influx, agonist mode; activation, % at 8.33 µM; 320,000 compounds, 0.19% hits; in the data active means activation above about 80%; inconclusive means between about 30% and that limit; further: 0% is about no effect
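TRPV1-expressing cells were cultured overnight at 35.5C and loaded with Fluo-8 calcium dye for 40 to 90 min at room temperature. After a 10 s baseline, compound was added and calcium influx was read kinetically for 3 min (ex 480/em 520 nm).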
RORgamma inh: blocks mouse ROR gamma transcriptional activity | 310,000 compounds, 5.4% hits | P51450 | Potency, µM (doses to about 53.6 µM), without a hit: top-dose activity change, negative = inhibition, most hits filed as inhibitors | Drosophila S2 Gal4-RORgamma UAS-luciferase reporter, 20 h | AID 2551; further: potency means the concentration at half of the fitted maximal effect; on the % scale 0 is the no-effect control and ±100 the full control effect; nearly all actives have a fitted effect of over 60% in size
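Using a luciferase readout, inhibitors were identified by reduced reporter activity in Drosophila cells coexpressing a copper-inducible Gal4–ROR gamma fusion and UAS-driven Photinus luciferase, incubated 20 hr after 700 uM copper sulfate.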
* marks the source's active call; other numbers are inactive results; ? = inconclusive; . = not tested or not shown; & = joins results of further samples; [ ] = dose if it differs, or a comment. Unless noted, the call rests on the fitted dose curve; in most records, active means well fitted curve in the direction sought with a large enough effect; inconclusive means small, poorly fitted or top-dose-only effect, or another doubt; inactive means no such curve, though single readings can be large; an effect the other way counts as inactive or inconclusive.

(1) Cc1ccc(C(=O)NCC(=O)OCC(=O)Nc2ccccc2[N+](=O)[O-])cc1
(2) O=C(CN1CCN(C(=S)NC2CCCC2)CC1)Nc1ccc(Oc2ccccc2)cc1
(3) CCOC(=O)N1CCN(C(=O)c2ccc(C#CC3(O)CCCCC3)cc2)CC1
(4) CCC(NC(=O)CNC(=O)c1ccc2c(c1)OCO2)c1ccc(Br)cc1 (centres undefined)
(5) CC(NC(=O)c1ccc2c(c1)OCO2)C1CCCO1 (centres undefined)
Compound	1	2	3	4	5
ELG1 genotox	1%	13%	25%	-1%	3%
Tb PFK block	0%	3%	3%	0%	12%
VP16 counter	-10%	?	2%	.	4%
NPC1 promoter act	0%	-8%	9%	0%	-3%
FLuc counter	-21%	2%	-5%	0%	0%[2.3 µM]
ELG1 repair inh	19%	-24%	?	-5%	9%
BRCA1 expr up	-2%	-71%[inhibitor]	3%	-23%	11%
p53 reactivation	0%	4%	?	2%	0%
Rab9 promoter act	1%	-10%	20%	-3%	-1%
TRPV1 agonist	6	0	4	9	-2
RORgamma inh	-21%	?	1%	.	30%

The list goes on (2 carried over from the part before).
(4) CCC(NC(=O)CNC(=O)c1ccc2c(c1)OCO2)c1ccc(Br)cc1 (centres undefined)
(5) CC(NC(=O)c1ccc2c(c1)OCO2)C1CCCO1 (centres undefined)
(6) O=C(c1ccccc1)N1CCN(C(=O)c2ccc([N+](=O)[O-])cc2)CC1
(7) O=C(NCCCO)C(=O)NCC1OCCCN1S(=O)(=O)c1cccs1 (centres undefined)
(8) Cc1cc(O)c(Oc2cc(C)cc(O)c2O)c(O)c1
(9) Cc1ccc(NC(=O)C(C)OC(=O)/C=C/c2ccccc2)cc1S(=O)(=O)N1CCOCC1 (centres undefined)
(10) COc1cc(NC(=O)c2ccccc2[N+](=O)[O-])c(C(=O)O)cc1OC
Compound	4	5	6	7	8	9	10
ELG1 genotox	-1%	3%	0%	9%	0%	0%	0%
Tb PFK block	0%	12%	1%	3%	?	0%	0%
VP16 counter	.	4%	-1%	-6%	?	.	3%[10 µM]
NPC1 promoter act	0%	-3%	1%	4%	-1%	-2%	-1%
FLuc counter	0%	0%[2.3 µM]	-2%	3%	-5%	?	?
ELG1 repair inh	-5%	9%	12%	8%	0%	19%	5%
BRCA1 expr up	-23%	11%	-2%	5%	-58%	1%	7%
p53 reactivation	2%	0%	-4%	7%	17%	-1%	-1%
Rab9 promoter act	-3%	-1%	-3%	5%	12%	1%	9%
TRPV1 agonist	9	-2	3	0	-1	5	-3
RORgamma inh	.	30%	-11%[10 µM]	-8%	18µM*	.	2%

(11) OCC(O)C(O)C(O)C(O)c1nc2ccccc2[nH]1 (centres undefined)
(12) CC(=O)NC1(C(F)(F)F)C(=O)Nc2c1c(=O)[nH]c(=O)n2Cc1ccco1 (centres undefined)
(13) Cc1ccc(-n2c(SCc3nc4ccccc4c(=O)[nH]3)nnc2-c2ccccc2O)cc1
(14) O=C(N/N=C/c1ccccn1)c1ccc(Cl)c(Cl)c1
(15) COc1ccc(OC)c(S(=O)(=O)N2CCN(Cc3ccccc3)CC2)c1
Compound	11	12	13	14	15
ELG1 genotox	-3%	.	0%	21µM*	-4%
Tb PFK block	-1%	.	0%	-22%	0%
VP16 counter	10%	0%	1%	0.63µM*	-3%
NPC1 promoter act	1%	.	0%	0%	5%
FLuc counter	-4%	2%	1%	?	0%
ELG1 repair inh	-4%	.	-2%	?	-2%
BRCA1 expr up	11%	5%	-26%	.	0%
p53 reactivation	-1%	.	-9%	?	-21%
Rab9 promoter act	2%	.	-2%	2%	0%
TRPV1 agonist	-11	0	2	?	5
RORgamma inh	20%	10%	-9%	?	-8%

(16) Cc1cccc(-n2c(-c3ccccc3)c[nH]c2=S)c1C
(17) CCOC(=O)c1cc(CC)sc1NC(=O)C(c1ccccc1)c1ccccc1
(18) OCCC1CN(Cc2cccc3nccnc23)CCN1C1CCCC1 (centres undefined)
(19) Cc1cccc(N2CCN(C(=O)CN(C)S(=O)(=O)c3ccc4c(c3)CCC(=O)N4)CC2)c1C
(20) Cc1nn(-c2ccccc2)c2nc(N)c(C#N)c(-c3ccc(O)c(O)c3)c12
Compound	16	17	18	19	20
ELG1 genotox	-6%	0%	0%	1%	-5%
Tb PFK block	-8%	1%	6%	0%	-3%
VP16 counter	7.1µM*	6%	1%	-6%	-14%
NPC1 promoter act	5%	-2%	0%	1%	-3%
FLuc counter	-16%	1%	-2%	-1%	?
ELG1 repair inh	8%	28%	14%	?	-24%
BRCA1 expr up	-24%	-14%	-5%	-42%	-55%
p53 reactivation	14%	1%	2%	-2%	5%
Rab9 promoter act	4%	1%	1%	4%	3%
TRPV1 agonist	-1	4	5	?	2
RORgamma inh	2.2µM*	17%	-24%	1%	6%

(21) COc1ccc(-n2c(Cc3cccn3C)nnc2SCC(=O)Nc2cccc(C)c2C)cc1
(22) COC(=O)c1cccc(C23CC4(C2)[C@H](CN(Cc2cccnc2)[C@@H]4c2ccccc2)C3c2ccc(Cl)nc2)c1 (some centres undefined)
(23) Cc1[nH]c2ccccc2c1C(=O)NS(=O)(=O)Nc1ccccc1
(24) N#CCc1c(C#N)c(N)nc(N2CCN(S(=O)(=O)c3ccccc3F)CC2)c1C#N
(25) CCNc1nc(NC(C)C)nc(NS(=O)(=O)c2ccc(Cl)cc2)n1
Compound	21	22	23	24	25
ELG1 genotox	-1%	-9%	-1%	0%	1%
Tb PFK block	-6%	1%	-3%	1%	0%
VP16 counter	-4%	-4%&8%	-5%	-16%	-12%
NPC1 promoter act	-1%	-7%	-4%	0%	9%
FLuc counter	-1%	-1%	-17%	0%	3%
ELG1 repair inh	2%	15%	13%	?	-1%
BRCA1 expr up	3%	0%	-16%	-8%	0%
p53 reactivation	-1%	0%	2%	-3%	26%
Rab9 promoter act	-6%	-6%	-4%	2%	-1%
TRPV1 agonist	-1	0	1	-2	12
RORgamma inh	28%	0%&2%	5%	6%	16%

(26) Cc1ccsc1/C=C1\SC(N)=NC1=O
(27) NC(=O)CSc1nc2cccnc2n1-c1ccc(F)cc1
(28) O=C(Nc1nnc(C2CC2)s1)c1cc([N+](=O)[O-])ccc1N1CCCCC1
(29) O=C(Cc1c(F)cccc1Cl)NNC(=O)Nc1ccc2c(c1)OCO2
(30) COc1ccc(-n2cc(-c3ccccc3)[n+]3c2CCCCC3)cc1
(31) CCOc1ccccc1CN1CCNC(=O)C1CC(=O)N(C)C1CCOCC1 (centres undefined)
(32) COc1ccccc1/C=N/NC(=O)c1nnn(-c2nonc2N)c1-c1cccs1
Compound	26	27	28	29	30	31	32
ELG1 genotox	14%	4%	1%	3%	.	4%	-1%
Tb PFK block	2%	-28%	1%	2%	2%	0%	0%
VP16 counter	?	-10%	17%	-3%	?	-24%	-8%
NPC1 promoter act	18%	-6%	1%	3%	-28%	4%	3%
FLuc counter	?	4%	3%	-9%	-1%	1%	?
ELG1 repair inh	?	?	-19%	?	?	15%	24%
BRCA1 expr up	88%	-9%	-27%	0%	-74%	2%	-3%
p53 reactivation	10%	-37%[inhibitor]	-13%	-8%	-2%	2%	2%
Rab9 promoter act	25%	5%	-1%	6%	-34%[inhibitor]	2%	2%
TRPV1 agonist	-1	-3	30	1	-2	1	-4
RORgamma inh	-2%	-3%	20%	-22%	4%	-1%	0%

Structures listed above that bear a hit mark in RORgamma inh:
| cpd | Structure | Tb PFK block | NPC1 promoter act | p53 reactivation | Rab9 promoter act | TRPV1 agonist | RORgamma inh |
| --- | --- | --- | --- | --- | --- | --- | --- |
| 8 | Cc1cc(O)c(Oc2cc(C)cc(O)c2O)c(O)c1 | ? | -1% | 17% | 12% | -1 | 18µM* |
| 16 | Cc1cccc(-n2c(-c3ccccc3)c[nH]c2=S)c1C | -8% | 5% | 14% | 4% | -1 | 2.2µM* |
